Assay outcomes deposited in PubChem BioAssay by several laboratories.
HePTP inhibitor = human HePTP phosphatase inhibition; P35236; recombinant HePTP phosphatase activity, OD absorbance; inhibition, % at 20 µM; 0.64% of 110,000 active; in the data active = inhibition above about 50%;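 note: plate controls were vehicle for no effect and reference inhibitor for full effect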
Target sequence (P35236 whole entry, looked up): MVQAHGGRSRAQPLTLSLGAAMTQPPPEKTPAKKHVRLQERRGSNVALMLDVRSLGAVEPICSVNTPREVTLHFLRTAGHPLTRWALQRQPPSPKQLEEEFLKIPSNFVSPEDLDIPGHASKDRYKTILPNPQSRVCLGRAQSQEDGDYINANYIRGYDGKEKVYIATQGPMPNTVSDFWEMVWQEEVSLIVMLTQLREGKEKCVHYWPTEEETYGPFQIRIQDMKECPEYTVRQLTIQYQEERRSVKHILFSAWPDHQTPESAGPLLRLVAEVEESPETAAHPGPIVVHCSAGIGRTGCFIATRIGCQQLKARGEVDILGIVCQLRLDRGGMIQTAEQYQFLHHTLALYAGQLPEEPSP
BAP1 inh = inhibitors of human BAP1 deubiquitinase. Q92560. activity remaining (% of control), % at 20 µM. recombinant BAP1, Ub-AMC hydrolysis fluorescence kinetic; active compounds read low. 0.48% of 72,000 active. AID 436;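 active = activity remaining at or below 50% of control, provided the compound also passes the data quality filters; inactive = the rest, including low values that fail the filters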;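 note: 100% = DMSO wells rate and 0% = substrate alone blank rate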
Active calls of the source: *; i = inactive; nt = not tested or not shown; & = joins results of further samples.

SMILES	HePTP inhibitor	BAP1 inh
NC(=O)c1cc(NC(=O)COc2ccc(F)cc2)c(Cl)cc1Cl	-6.2	nt
CCOc1cc(C2NC(=O)NC(C)=C2C(=O)OCc2ccccc2)ccc1O (stereo unspecified)	5.5	113.7&105.9
N#Cc1cc2ccc(N3CCOCC3)cc2cc1C#N	2.7	76.3
CCN(CC)CCOc1ccccc1C	10.8	nt
CC(C)Sc1nnc(NC(=O)C2CC2)s1	-3.1	101.8
O=c1c[n+]([O-])c2ccccc2n1OCc1ccccc1	2.3	nt
COc1cc(OC)cc(C(=O)NCCCN2CCOCC2)c1	9.1	nt
Cn1nc(CC(=O)Nc2cccc3ncccc23)c2ccccc2c1=O	1.3	nt
CCCN1C(=O)c2cc(C(=O)NCCc3cccc(C)c3)ccc2C1O (stereo unspecified)	-13.0	95.4
COc1ccc(/C=C2\C(=O)NC(=O)N(c3cc(C)cc(C)c3)C2=O)cc1C	2.3	nt
O=C(CN1CCN(Cc2ccccc2)C1=O)NCc1ccc(Cl)cc1	0.6	116.3
CSCCC1NC2(C(=O)Nc3c(C)cc(Cl)cc32)[C@@H]2C(=O)N(C3CCCC3)C(=O)[C@H]12 (stereo partly specified)	4.1	89.8
O=C(CN1C(=O)CC(c2ccco2)Sc2ccccc21)NCc1ccc2c(c1)OCO2 (stereo unspecified)	2.7	87.7
C=CCn1c(COc2cccc3ccc(C)nc23)nnc1SCC(=O)O	-8.6	98.6
CCOC(=O)c1ccc(N2C(=O)c3n[nH]c(C)c3C2c2ccco2)cc1 (stereo unspecified)	-4.0	91.8
Cc1ccc(OCCCCCCn2ccnc2)c(C)c1	-6.0	nt
Cc1cc([N+](=O)[O-])ccc1N1C(=O)C2C3c4ccccc4C(c4ccccc43)C2C1=O (stereo unspecified)	6.7	59.9
Cc1cccc(CSc2nncc(=O)[nH]2)c1	1.1	80.9
COC(=O)c1ccc(-c2ccc(/C=C3/SC(NC(C)=O)=NC3=O)o2)cc1	-5.3	nt
Nc1cc(-c2ccc(Br)cc2)[nH]n1	nt	83.4
c1ccc2c(SCc3cn4cccnc4n3)ncnc2c1	8.2	i
COc1cccc(C(=O)N(Cc2cc3cc(C)ccc3[nH]c2=O)C(C)C)c1	1.8	69.6
CC(=O)c1cccc(NC(=O)CCNS(=O)(=O)c2cccc(C(C)=O)c2)c1	1.5	90.3
O=[N+]([O-])OC12CC3CC(C1)CC([N+](=O)[O-])(C3)C2	-2.3	nt
O=c1c2ccccc2nc(/C=C/c2ccc3c(c2)OCO3)n1-c1cccc([N+](=O)[O-])c1	-4.9	nt
O=C(CSc1nnc(Cc2ccccc2)o1)NCCN1C(=O)CSC1=O	-1.0	nt
COc1ccc(OC)c(/C=N/NC(=O)c2ccc[n+](CC(=O)c3ccccc3)c2)c1	6.1	nt
O=C(NC1CCSC1=O)c1ccc(Cl)cc1 (stereo unspecified)	-1.7	nt
COc1ccc(/C=N/Nc2nc(-c3ccc(C)cc3)nc3ccccc23)cc1	-4.9	nt
COc1cc(/C=c2\sc3nc4ccccc4n3c2=O)ccc1OC(=O)c1ccc(F)cc1	4.8	nt

Exported bar-delimited: part of the list above.
canonical_smiles | HePTP inhibitor | BAP1 inh
CCOc1cc(C2NC(=O)NC(C)=C2C(=O)OCc2ccccc2)ccc1O (stereo unspecified) | 5.5 | 113.7&105.9
N#Cc1cc2ccc(N3CCOCC3)cc2cc1C#N | 2.7 | 76.3
CCN(CC)CCOc1ccccc1C | 10.8 | nt
CC(C)Sc1nnc(NC(=O)C2CC2)s1 | -3.1 | 101.8
O=c1c[n+]([O-])c2ccccc2n1OCc1ccccc1 | 2.3 | nt
COc1cc(OC)cc(C(=O)NCCCN2CCOCC2)c1 | 9.1 | nt
Cn1nc(CC(=O)Nc2cccc3ncccc23)c2ccccc2c1=O | 1.3 | nt
CCCN1C(=O)c2cc(C(=O)NCCc3cccc(C)c3)ccc2C1O (stereo unspecified) | -13.0 | 95.4
COc1ccc(/C=C2\C(=O)NC(=O)N(c3cc(C)cc(C)c3)C2=O)cc1C | 2.3 | nt
O=C(CN1CCN(Cc2ccccc2)C1=O)NCc1ccc(Cl)cc1 | 0.6 | 116.3
CSCCC1NC2(C(=O)Nc3c(C)cc(Cl)cc32)[C@@H]2C(=O)N(C3CCCC3)C(=O)[C@H]12 (stereo partly specified) | 4.1 | 89.8
O=C(CN1C(=O)CC(c2ccco2)Sc2ccccc21)NCc1ccc2c(c1)OCO2 (stereo unspecified) | 2.7 | 87.7
C=CCn1c(COc2cccc3ccc(C)nc23)nnc1SCC(=O)O | -8.6 | 98.6
CCOC(=O)c1ccc(N2C(=O)c3n[nH]c(C)c3C2c2ccco2)cc1 (stereo unspecified) | -4.0 | 91.8
Cc1ccc(OCCCCCCn2ccnc2)c(C)c1 | -6.0 | nt
Cc1cc([N+](=O)[O-])ccc1N1C(=O)C2C3c4ccccc4C(c4ccccc43)C2C1=O (stereo unspecified) | 6.7 | 59.9
Cc1cccc(CSc2nncc(=O)[nH]2)c1 | 1.1 | 80.9
COC(=O)c1ccc(-c2ccc(/C=C3/SC(NC(C)=O)=NC3=O)o2)cc1 | -5.3 | nt
Nc1cc(-c2ccc(Br)cc2)[nH]n1 | nt | 83.4
c1ccc2c(SCc3cn4cccnc4n3)ncnc2c1 | 8.2 | i
COc1cccc(C(=O)N(Cc2cc3cc(C)ccc3[nH]c2=O)C(C)C)c1 | 1.8 | 69.6
CC(=O)c1cccc(NC(=O)CCNS(=O)(=O)c2cccc(C(C)=O)c2)c1 | 1.5 | 90.3
O=[N+]([O-])OC12CC3CC(C1)CC([N+](=O)[O-])(C3)C2 | -2.3 | nt
O=c1c2ccccc2nc(/C=C/c2ccc3c(c2)OCO3)n1-c1cccc([N+](=O)[O-])c1 | -4.9 | nt
O=C(CSc1nnc(Cc2ccccc2)o1)NCCN1C(=O)CSC1=O | -1.0 | nt
COc1ccc(OC)c(/C=N/NC(=O)c2ccc[n+](CC(=O)c3ccccc3)c2)c1 | 6.1 | nt

Next compounds follow:
SMILES	HePTP inhibitor	BAP1 inh
COc1ccc(-n2c(=O)c3ccccc3n(CC(=O)NC3CCCCC3)c2=O)c(OC)c1	8.0	85.6
CCOC(=O)C(C(=O)OCC)=C(N)C(F)(F)F	9.1	nt
COC(=O)C(O)(NC(=O)OCc1ccccc1)C(F)(F)F (stereo unspecified)	-1.7	105.2
CCOC(=O)c1ccc(N=c2sc(C(=O)OC)cc(=O)n2C2CC2)cc1	8.8	97.0
CCOC(=O)Cn1c(CN2CCc3ccccc3C2)nc2c1c(=O)n(C)c(=O)n2C	-10.6	86.8
O=C(CC1Sc2ccc(C(F)(F)F)cc2NC1=O)Nc1ccc(N2CCOCC2)cc1 (stereo unspecified)	-4.7	nt
O=C(O)CSC1CC(=O)N(c2cccc(Cl)c2)C1=O (stereo unspecified)	10.8	89.8
CN(C)S(=O)(=O)c1ccc(C(=O)NCc2ccccc2)cc1	-2.9	102.1
CCOc1ccccc1NC(=O)NC1CC2CCCC(C1)N2Cc1nnnn1CCc1ccccc1 (stereo unspecified)	0.8	62.6
O=C(c1ccco1)N1CCN(C(=O)N2CCOCC2)CC1	5.2	84.2
O=C(c1cc(-c2ccncc2)nc2ccc(Cl)cc12)N1CCN(C(=O)C2CCCO2)CC1 (stereo unspecified)	-4.0	104.1
c1ccc(-c2ccc(-c3nc(-c4cccnc4)no3)cc2)cc1	2.3&6.2	104.6
C=CCNc1ccc(F)c(F)c1N1CCCCCC1=O	13.1	108.0
CSCC[C@H](NC(=O)NCCc1ccc(F)cc1)C(=O)O	0.5	98.9
O=C(NN1CCOCC1)NC12CC3CC(CC(C3)C1)C2	6.7	nt
S=c1[nH]nc(Cc2c[nH]c3ccccc23)o1	9.3	114.1
COC(=O)c1ccc2c(c1)C(C)(C)C1(C=Cc3cc([N+](=O)[O-])ccc3O1)N2C (stereo unspecified)	nt	78.5
CCOC(=O)c1c(NC(=O)c2ccc(S(=O)(=O)N3CCCCCC3)cc2)sc(C)c1C	7.6	nt
Cc1ccc(-n2ncc(C#N)c2/N=C/N2CCN(C)CC2)cc1	-1.5	116.4
CCC(=O)N1CCc2cc(S(=O)(=O)NCCC(=O)NC3CCCc4ccccc43)ccc21 (stereo unspecified)	2.5	91.8
Cc1ccc(C)c(S(=O)(=O)Nc2ccc(O)cc2)c1	2.5	84.8
COc1ccccc1NC(=O)C1CCN(c2ncccn2)CC1	-6.3	85.0
CC(C)Oc1ccccc1NC(=O)c1cc(F)c(F)cc1Cl	3.1	nt
CCOC(=O)N1CCN(Cc2nc(-c3ccc(OC)cc3)no2)CC1	nt	114.5
O=C(NCc1cccs1)c1sc2cc(F)ccc2c1Cl	4.8	nt
CC(=O)Nc1c(NCc2ccccc2)c2ccccc2oc1=O	nt	108.9
COC(=O)c1cccc(NC(=O)c2cc[n+](C)cc2)c1	-15.1	nt
Cc1c(N=Cc2ccc[nH]2)c(=O)n(-c2ccccc2)n1C	8.1	111.3
CC(C)C(=O)Nc1ccc(NC(=O)c2ccccn2)cn1	2.2	nt
O=C(NNC(=O)c1cccc2ccccc12)c1cccc(Cl)c1	-10.3	nt
O=S(=O)(c1ccccc1)c1nc(-c2ccco2)oc1N1CCCCCC1	-3.3	57.4
CN(C(=O)COC(=O)C1c2ccccc2Oc2ccccc21)C1CCS(=O)(=O)C1 (stereo unspecified)	-1.4	102.6
CC12CCC(C(=O)N(c3nccs3)C1=O)C2(C)C (stereo unspecified)	-6.5	nt
COc1ccc(Nc2ccnc3ccccc23)cc1	-7.5	89.0
CCOC(=O)c1cccc(NS(=O)(=O)c2cnc[nH]2)c1	-2.1	101.7
Cc1ccc2nsnc2c1NS(=O)(=O)c1c(C)ccc2nsnc12	7.0	68.2
C=C(C)CNC(=S)NNC(=O)COc1cccc(C)c1	0.2	nt
COc1ccc(NC(=O)COc2ccc3ccccc3c2)c([N+](=O)[O-])c1	-2.8	nt
CC1CCCCC1NC(=O)CCn1c(=O)oc2ccccc21 (stereo unspecified)	nt	99.0
O=C(c1cc2ccccc2oc1=O)N1CCN(c2ccc([N+](=O)[O-])cc2)CC1	4.8	nt
CC(Sc1ccc2c(c1)OCCO2)C(=O)Nc1ccc2c(c1)OCO2 (stereo unspecified)	1.2	103.6
COc1ccc(C(=O)Nc2c(-c3ccccc3)nc3ccc(C)cn23)cc1	-0.5	nt
Cc1cc(Cl)ccc1OCC(O)CN1C(C)CCCC1C (stereo unspecified)	1.9	nt
CC1(C)CC(=O)c2c(oc3ccc(NS(=O)(=O)c4cc(Cl)ccc4Cl)cc23)C1	-14.8	nt
COc1cc(C(=O)Nc2ccc(C(=O)OC3CCCCC3)cc2)cc(OC)c1OC	7.4	nt
COc1ccc(C2Nc3ccccc3C(=O)N2Cc2ccco2)cc1CN1C(=O)c2ccccc2C1=O (stereo unspecified)	4.9&0.6	nt
Cc1cc(C)c(NC(=O)c2cccc(I)c2)c(C)c1	7.1	nt
COC(=O)CN(c1ccccc1)S(C)(=O)=O	5.1	nt
CCOc1ccc(NC(=O)N2CCN(CC)CC2)cc1	-3.7	74.6
COc1ccc(-c2cc(C(F)(F)F)n3ncc(C(=O)NCCCN4CCOCC4)c3n2)cc1	8.6	nt
Clc1cccc(Cl)c1-c1nnc2ccc(N3CCOCC3)nn12	5.0	53.4
Cc1ccccc1C(=O)Nc1ccc(Cl)c(C(N)=O)c1	-10.6	nt
Cc1cc(C)n2nc(NCc3ccccc3)nc2n1	9.6	113.9
CC1=C(C(=O)OCc2ccccc2)C(c2cccc([N+](=O)[O-])c2)NC(=O)N1 (stereo unspecified)	nt	109.4
CC(=O)c1cc2c(cc1NC(=O)C1CC=CCC1C(=O)O)OCO2 (stereo unspecified)	8.2	103.1
O=C(NC(NC(=S)Nc1ccc(-c2ccccc2)cc1)C(Cl)(Cl)Cl)c1ccccc1Cl (stereo unspecified)	2.4	nt
O=[N+]([O-])c1cccc(N/N=C/c2ccc3c(c2)OCO3)c1	4.4	nt
CCc1ccc(-c2nc3cc(NC(=O)c4ccc5c(c4)OCCO5)ccc3o2)cc1	3.3	nt
Cn1c(SCc2nc3ccccc3[nH]2)nnc1-c1cnccn1	-0.9	99.0
CC(C)Oc1snc(Cl)c1C(N)=O	1.7	99.4

Continuation.
SMILES	HePTP inhibitor	BAP1 inh
NC(=O)CSc1nnc(Cn2c(=O)sc3ccccc32)n1-c1cccc(Cl)c1	-0.8	86.0
O=c1c2cnn(-c3ccccc3)c2ncn1Cc1ccccc1F	-14.1	92.6
CC(=O)NC1=NN(C(C)=O)C(c2ccc(Cl)cc2Cl)S1 (stereo unspecified)	1.6	nt
COc1ccc(S(=O)(=O)NC(CC(=O)NC2CCCC2)c2ccco2)cc1 (stereo unspecified)	5.4	99.5
Cc1ccc([N+](=O)[O-])cc1NC(=O)c1cc2ccccc2cc1O	-0.6	nt
C=CCn1c(Cc2c[nH]c3ccccc23)n[nH]c1=S	4.8	102.8
O=C(Nc1cccc(-c2nc3ccccc3[nH]2)c1)c1ccccc1Cl	10.4	nt
C=CCN1C(=O)S/C(=C/c2cc(Br)c(O)c(OCC)c2)C1=O	4.6	nt
COc1cccc(C2c3c(oc4ccccc4c3=O)C(=O)N2c2ccccn2)c1 (stereo unspecified)	3.8	77.9
COc1ccc(-c2cc(C(=O)N/N=C(\C)c3ccc(N)cc3)[nH]n2)cc1	4.7	nt
Cc1ccc(S(=O)(=O)N2CCC(C(=O)O)CC2)c2nsnc12	8.8	nt
CCOc1cccc(-c2nnc3sc(COc4ccccc4)nn23)c1	10.5	55.2

Random draw from the library. About 0.79% of those tested had a hit in this group.
